Source: PubChem
12-LOX inh – Primary qHTS assay for inhibitors of human arachidonate 12S-lipoxygenase (ALOX12): Round 2; purified 12hLO, xylenol orange hydroperoxide absorbance; Potency, µM (titrated, usually from 108 µM), without a hit: at the highest dose activity change, negative = inhibition, actives largely listed as inhibitors; 1.1% of 580,000 active; note: potency is the fitted concentration of half-maximal effect; % is set by controls: 0 for no effect and ±100 for the full control effect
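Hydroperoxide product was detected by ferrous iron/xylenol orange as the 573 to 405 nm absorbance ratio. Arachidonic acid at 40 uM (final) was turned over for 30 min at room temperature by 150 nM human 12hLO, pH 7.0 Hepes buffer, after 15 min compound preincubation.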
PI4K2A block – qHTS for small molecular inhibitors of PI4K2A | Phosphatidylinositol 4-kinase type 2-alpha (Homo sapiens), Q9BTU6 | purified PI4K2A, ADP-Glo luminescence, 1 h; active compounds read low | activity change, negative = inhibition, % at 76.9 µM | 0.13% of 420,000 active | AID 1346378, 2018; in the data active = activity change below about -50%; inconclusive = mostly about -30% to -49%;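 note: -100% = wells without enzyme as full effect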
Target sequence (Q9BTU6 whole entry, looked up): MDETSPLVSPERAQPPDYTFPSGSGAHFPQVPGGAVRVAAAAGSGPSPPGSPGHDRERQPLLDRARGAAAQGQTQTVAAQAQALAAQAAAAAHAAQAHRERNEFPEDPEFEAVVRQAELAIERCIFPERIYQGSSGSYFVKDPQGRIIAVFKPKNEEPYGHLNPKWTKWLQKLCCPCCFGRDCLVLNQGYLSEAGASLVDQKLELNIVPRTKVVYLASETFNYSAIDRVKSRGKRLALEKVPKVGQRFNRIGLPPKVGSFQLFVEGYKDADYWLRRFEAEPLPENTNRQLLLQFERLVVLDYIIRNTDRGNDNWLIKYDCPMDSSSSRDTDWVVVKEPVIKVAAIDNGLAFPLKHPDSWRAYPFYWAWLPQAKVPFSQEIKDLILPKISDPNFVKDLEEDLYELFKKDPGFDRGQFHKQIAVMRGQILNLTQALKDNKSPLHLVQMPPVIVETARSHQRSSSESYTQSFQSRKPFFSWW
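PI4K2A activity was measured by ADP-Glo luminescence: enzyme (4 ug/mL stock) and phosphatidylinositol (1.2 mM stock) in Tris pH 7.5/MgCl2/EGTA/Triton X-100 buffer were reacted with ATP (300 microM stock) for one hour at ambient temperature.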
GLS inh – qHTS for Inhibitors of Glutaminase (GLS). Glutaminase kidney isoform, mitochondrial (Homo sapiens), O94925. GLS enzymatic activity, qHTS titration. Potency, µM (titrated, usually from 45.5 µM), inactives show top-dose activity change, negative = inhibition, actives largely listed as inhibitors. 0.21% of 410,000 active; note: potency is the fitted concentration of half-maximal effect; % is set by controls: 0 for no effect and ±100 for the full control effect
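Two-point fluorescence kinetic (t0, 30 min RT) for hKGA; glutamate detected via glutamate oxidase–HRP–Amplex Red. Substrate: 1 mM L-glutamine solution; buffer 45 mM KH2PO4, pH 8.2.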
ERG-DNA inh – qHTS for Small Molecule Inhibitors of the ERG Ets/DNA interaction | Transcriptional regulator ERG (Homo sapiens), P11308 | fluorescence polarization, His-ERG Ets domain / labelled DNA | Potency, µM (highest dose often 76.9 µM), for inactives: at the top dose FP activity, negative = inhibition, usual class: inhibitors | 0.028% of 370,000 active; active = well fitted inhibition curve with a large enough effect in the polarisation, with a control signal flat; inconclusive = small, poorly fitted or top-dose-only effect, or effect the other way, or a change in a side signal; inactive = no such curve, though single readings can be large or run the other way; the % refers to the polarisation;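 note: polarization taken with two DNA probes labelled with fluorescein and Texas red; potency is the fitted concentration of half-maximal effect; % of control where 0% means no effect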
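His-tagged ERG Ets domain (1 uM in the protein solution; 300mM KCl, 50mM Tris-HCl, 1mM EDTA, 1mM DTT, pH 7.5) received compound, then a probe mix of 5 nM fluorescein-DNA and 100nM Texas-615-DNA. Fluorescence polarization was read for both dyes.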
G9a block – qHTS Assay for Inhibitors of Histone Lysine Methyltransferase G9a. Histone-lysine N-methyltransferase EHMT2 (Homo sapiens), Q96KQ7. G9a H3K9 monomethylation, AlphaScreen, 2 h. Potency, µM (top dose mostly 102 µM), inactives show at the top dose activity, negative = inhibition, hits mostly inhibitors. 8.8% of 350,000 active; note: potency is the fitted concentration of half-maximal effect; % is set by controls: 0 for no effect and ±100 for the full control effect; nearly all actives have a fitted effect of over 75% in size
Target sequence (Q96KQ7 913-1193 limits assumed): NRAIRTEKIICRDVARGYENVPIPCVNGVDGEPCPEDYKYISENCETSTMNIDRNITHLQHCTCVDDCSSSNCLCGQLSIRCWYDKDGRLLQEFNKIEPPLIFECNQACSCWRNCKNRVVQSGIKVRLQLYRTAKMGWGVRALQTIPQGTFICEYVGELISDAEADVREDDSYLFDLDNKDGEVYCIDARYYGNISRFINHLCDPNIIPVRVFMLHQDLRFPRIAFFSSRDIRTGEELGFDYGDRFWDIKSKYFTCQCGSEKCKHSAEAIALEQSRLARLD
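G9a (20 nM) was preincubated 15 min with compound, then reacted 2 h at room temperature with 500 nM biotin-H3K9 peptide and 20 µM SAM. Monomethyl-H3K9 detected by AlphaScreen using anti-H3K9me1 antibody.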
HP1b binding inh – HTS for Inhibitors of HP1-beta Chromodomain Interactions with Methylated Histone Tails. Potency, µM (titrated, usually from 114 µM), inactives show at the highest dose activity change, negative = inhibition, actives largely listed as inhibitors. Chromobox protein homolog 1 (Homo sapiens), P83916. AlphaScreen HP1-beta / biotin-H3K9me3 peptide binding. 0.56% of 390,000 active; note: potency is the fitted concentration of half-maximal effect; nearly all actives have a fitted effect of over 70% in size; inactives centre near 23
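Compound inhibition of the preformed complex between 50 nM HP1-beta and 50 nM biotinylated H3K9me3 peptide was read by AlphaScreen. Buffer was PBS pH 7.4 with 0.01% Tween-20. Incubations ran 30 min at room temperature, with 10 ug/mL donor/acceptor beads.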
JMJD2A Tudor – qHTS Assay for Inhibitors of JMJD2A-Tudor Domain | AID 504339, 2011 | Potency, µM (top dose mostly 114 µM), inactives show at the highest dose activity change, negative = inhibition, most hits filed as inhibitors | 4.4% of 390,000 active | AlphaScreen JMJD2A-Tudor / H3K4me3 peptide binding; note: potency is the fitted concentration of half-maximal effect; % is set by controls: 0 for no effect and ±100 for the full control effect; nearly all actives have a fitted effect of over 50% in size
RGS4 inhibitor – Inhibitors of Regulator of G Protein Signaling (RGS) 4: qHTS; Potency, µM (series often up to 114 µM), inactives show top-dose activity change, negative = inhibition, hits mostly inhibitors; Regulator of G-protein signaling 4 (Homo sapiens), P49798; AID 504845, 2011; Transcreener GDP fluorescence polarization, RGS4-accelerated GTP hydrolysis; 0.039% of 390,000 active; note: potency is the fitted concentration of half-maximal effect; % is set by controls: 0 for no effect and ±100 for the full control effect; nearly all actives have a fitted effect of over 75% in size; some results filed as inactive show a strong effect at the top dose
Target sequence (P49798 whole entry, looked up): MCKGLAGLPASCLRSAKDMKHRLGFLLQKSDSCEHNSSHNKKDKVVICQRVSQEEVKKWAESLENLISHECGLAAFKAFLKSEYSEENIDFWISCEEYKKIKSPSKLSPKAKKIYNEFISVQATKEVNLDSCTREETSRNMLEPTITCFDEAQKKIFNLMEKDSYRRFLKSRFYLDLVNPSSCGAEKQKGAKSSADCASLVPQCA
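MLSMR compounds (23 nl, pin-transferred) preincubated 10 min at room temperature with a 500nM (2x) first reagent, then RGS4 at 900nM (2x) plus Transcreener GDP mix added; fluorescence polarization (620/688 nm) read before and after 90 min at 30 °C.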
BAZ2B inh – qHTS Assay for Inhibitors of BAZ2B | AlphaScreen BAZ2B-H3K14Ac peptide displacement | Potency, µM (titrated, usually from 114 µM), inactives show at the highest dose activity change, negative = inhibition, most hits filed as inhibitors | 4.4% of 360,000 active | AID 504333, 2011; note: potency is the fitted concentration of half-maximal effect; % is set by controls: 0 for no effect and ±100 for the full control effect; nearly all actives have a fitted effect of over 60% in size
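AlphaScreen displacement of biotin-H3(5-23)K14Ac peptide (50 nM final) from BAZ2B (50 nM final) in PBS pH 7.4, 0.01% Tween-20; complex preformed 30 min RT, then compounds (top 110 uM) 30 min RT, beads 20 min dark.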
* hit, by the source's call; ? = inconclusive; · = no result given; [ ] = another dose, or the depositor's remark. Unless noted, calls come from the whole dose curve; as a rule, active = well fitted curve in the direction sought with a large enough effect; inconclusive = small, poorly fitted or top-dose-only effect, or another doubt; inactive = no such curve, though single readings can be large; an effect the other way counts as inactive or inconclusive.

SMILES	12-LOX inh	PI4K2A block	GLS inh	ERG-DNA inh	G9a block	HP1b binding inh	JMJD2A Tudor	RGS4 inhibitor	BAZ2B inh
O=C(Nc1nnc(-c2ccc(Cl)cc2)o1)c1nc2ccccc2s1	-29%	1	-11%	-1%	-4%[59 µM]	28%	-28%	14%	-34%
NC(=O)c1sc2nc3c(c(-c4ccc(Cl)cc4)c2c1N)CCCC3	?	2	3%	2%	11µM*	41%[activator]	6%	-33%	-4%
O=C(NC1CCN(C(=O)N2c3ccccc3Sc3ccccc32)CC1)c1ccccc1Cl	?	-5	18%	·	-37%[59 µM]	-11%	-35%	1%	-5%
COc1cccc2c1cc1c(=O)n(CC(=O)N3CCN(c4cc(Cl)ccc4C)CC3)nc(C)n12	-4%	2	-13%	0%	-23%[59 µM]	36%	-17%	7%	-14%
CCCc1cc(=O)oc2c3c(ccc12)OCN(Cc1ccccc1OC)C3	-30%	-2	8%	4%	-2%[59 µM]	45%[activator]	7%	-6%	0%
CC12CCC(C1)C(C)(C)C2NS(=O)(=O)c1ccc(F)cc1 (stereo unspecified)	7%	1	-3%	-7%	8%[2.33 µM]	57%[activator]	7%	15%	-1%
CCOC(=O)c1sc(NC(=O)c2cc3nc(-c4ccc(Br)cc4)cc(C(F)(F)F)n3n2)c(C(=O)OCC)c1C	-23%	-2	-5%	0%	-41%[59 µM]	26%	-7%	-21%	-13%
CCN(CC)S(=O)(=O)c1ccc(NC(=O)c2cccnc2Cl)c(NC(=O)c2cccnc2Cl)c1	9%	-3	5%	4%	4%	-9%	32µM*	?	·
Cc1c(Nc2nc3ccccc3n3cnnc23)cccc1[N+](=O)[O-]	-4%	1	0%	4%	60%[activator]	23%	-27%	-30%	-17%
Cc1csc(NC(=O)CN2C(=O)c3ccccc3C2=O)c1C(N)=O	135%[activator]	2	16%	9%	?	33%	-11%	-7%	3%
Cc1cccc(N2CCN(c3ccc4cc(S(=O)(=O)N5CCCCC5)ccc4n3)CC2)c1C	-2%	-1	-3%	-3%	?	54%[activator]	2%	-4%	-6%
O=C(CCCOc1ccccc1)Nc1ccc(Cl)c(S(=O)(=O)N2CCOCC2)c1	-25%	0	2%	6%	·	34%	-15%	?	·
CCOC(=O)N1CCC(NC(=O)Cn2nc(Cc3ccncc3)c3ccccc3c2=O)CC1	20%	-1	0%	-2%	-50%	28%	-5%	11%	1%
N/C(=N\OC(=O)c1ccc2c(c1)OCO2)c1ccc(Br)cc1	-10%	-5	0%	-20%	-36%	38%	-14%	-8%	-5%
COC(=O)C1=C(C)NC(C)=C(C(=O)OC)C1c1ccc(N(C)C)cc1	-23%	0	16%	-2%	?	-9%	?	3%	?
C=CCn1c(SCC(=O)Nc2ccc(O)cc2)nc2sc(CC)cc2c1=O	-12%	-4	?	1%	21%	-3%	-11%	-24%	-17%
COc1ccc(CNC(=O)C2(CC3CC(c4ccccc4)=NO3)CCN(C(=O)C3(C)CC3)CC2)cc1 (stereo unspecified)	-12%	1	-1%	6%	·	35%	-17%	6%	·
CCCCCC(=O)C(=O)c1ccc(O)cc1O	0%	3	8%	1%	-1%[12.7 µM]	42%[activator]	-1%	16%	4%
CCCCSc1nc(C)cc(SCC(=O)N/N=C/c2cccc(OC)c2O)n1	14%	-1	9%	-14%	10%[12.7 µM]	43%	-16%	-48%	4%
CCc1nc(Nc2cc(OC)ccc2OC)c2oc3ccccc3c2n1	?	-3	-7%	14%	?	1%	-18%	-1%	1%
Cc1cc(C(=O)O)ccc1-c1ccc(/C=N/n2cnnc2)o1	81%[activator]	-2	-11%	-3%	56µM*	33%	2%	37%	1%
CCN(CC)C(=O)c1sc2nc(-c3ccccc3)ccc2c1N	-27%	-1	-4%	-8%	18µM*	90%[activator]	32%	?	-37%
Cc1ccc(NCCNc2ccc(C)cc2)cc1	?	2	15%	1%	?	-41%	22µM*	5%	·
CC(C)c1ccc(NC(=O)C(=O)C2C(=O)Nc3ccccc32)cc1 (stereo unspecified)	0%	1	31%	-6%	?	17%	?	27%	6%
Cc1ccc(CN(C(=O)COc2c(C)cccc2C)C2CCS(=O)(=O)C2)o1 (stereo unspecified)	-22%	0	3%	-2%	-15%[59 µM]	35%	-31%	-9%	-30%
CCCCCOC(=O)C1=C(C)NC(=O)NC1c1ccc(OC)cc1 (stereo unspecified)	19%	5	-5%	11%	-6%	19%	-9%	-26%	-8%
CCOC(=O)c1sc2nc(CSc3nc4ccccc4n3CC)[nH]c(=O)c2c1C	37%[activator]	-2	0%	-10%	13%[59 µM]	23%	-15%	7%	6%
CCOC(=O)[C@H]1[C@H]2COc3ccc(Cl)cc3[C@@H]2N2C(=O)CN(CC3CCCO3)C(=O)[C@@]12C (stereo partly specified)	-3%	0	-7%	3%	6%[0.501 µM]	32%	-8%	-8%	-2%
Cn1c(C(=O)N2CCOCC2)cnc1Sc1ncc(C(F)(F)F)cc1Cl	43%[activator]	-11	4%	-9%	3%	22%	-4%	0%	?
CCCn1c(CCC(=O)O)ccc1-c1ccc(OC)cc1	?	-2	1%	·	?	-20%	?	21%	?
COc1ccc(S(=O)(=O)N(CC(=O)N2CCN(c3ccccc3OC)CC2)c2ccccc2)cc1	·	7	6%	-1%	?	6%	-27%	-42%	-35%
N#CCCn1c2ccccc2c2nc3ccccc3nc21	283%[activator]	0	-3%	1%	31%	26%	2%	-46%	13%
CC(C)(C)c1ccc(C(=O)NCC(=O)OCC(=O)c2ccc3c(c2)-c2ccccc2C3)cc1	11%	2	7%	-2%	16%[59 µM]	21%	-8%	-9%	-9%
COc1ccc(CSc2nc(C)cc(=O)[nH]2)cc1Br	27%	-9	3%	2%	?	13%	-3%	-14%	8%
NC(=O)/C(=C\c1ccco1)NC(=O)c1ccc(Br)o1	?	-4	0%	4%	·	8%	0%	-14%	·
O=c1[nH]cnc2nc3n(c12)CCCCC3	0%	-2	1%	0%	10%[12.7 µM]	24%	-14%	?	3%
N#CC1=C(Nc2ccccc2)SC=C(c2ccc(Cl)c(Cl)c2)N=C1N1CCOCC1	0%	5	4%	0%	4%[0.501 µM]	13%	-20%	10%	?
CCc1ccc(NCc2nc3ccccc3c(=O)[nH]2)cc1	-18%	-6	24%	-7%	-12%[59 µM]	8%	?	6%	-34%
O=C(NC1CCCCC1)C(c1ccc(F)cc1)N(Cc1ccco1)C(=O)c1csnn1 (stereo unspecified)	-6%	-3	-2%	0%	19%	-4%	-14%	6%	-8%
COc1ccc(NC(=O)C2CCCN2S(=O)(=O)c2ccc3c(c2)CC(C)N3C(C)=O)cc1OC (stereo unspecified)	-1%	5	-1%	-9%	2%[59 µM]	46%[activator]	-5%	1%	-16%

Part of the list above, with the structure last:
12-LOX inh | PI4K2A block | GLS inh | ERG-DNA inh | G9a block | HP1b binding inh | JMJD2A Tudor | RGS4 inhibitor | BAZ2B inh | SMILES
· | 7 | 6% | -1% | ? | 6% | -27% | -42% | -35% | COc1ccc(S(=O)(=O)N(CC(=O)N2CCN(c3ccccc3OC)CC2)c2ccccc2)cc1
283%[activator] | 0 | -3% | 1% | 31% | 26% | 2% | -46% | 13% | N#CCCn1c2ccccc2c2nc3ccccc3nc21
11% | 2 | 7% | -2% | 16%[59 µM] | 21% | -8% | -9% | -9% | CC(C)(C)c1ccc(C(=O)NCC(=O)OCC(=O)c2ccc3c(c2)-c2ccccc2C3)cc1
27% | -9 | 3% | 2% | ? | 13% | -3% | -14% | 8% | COc1ccc(CSc2nc(C)cc(=O)[nH]2)cc1Br
? | -4 | 0% | 4% | · | 8% | 0% | -14% | · | NC(=O)/C(=C\c1ccco1)NC(=O)c1ccc(Br)o1
0% | -2 | 1% | 0% | 10%[12.7 µM] | 24% | -14% | ? | 3% | O=c1[nH]cnc2nc3n(c12)CCCCC3
0% | 5 | 4% | 0% | 4%[0.501 µM] | 13% | -20% | 10% | ? | N#CC1=C(Nc2ccccc2)SC=C(c2ccc(Cl)c(Cl)c2)N=C1N1CCOCC1

These rows are one share of the data; the hit share may differ from the screen's.
